Assay outcomes from PubChem BioAssay.
pPAFAH inh: pPAFAH (human) enzyme inhibition; Q13093; AID 463082; inhibition, % at 3.39 µM; actives 1.5% (n = 330,000); recombinant pPAFAH, FP-rhodamine probe fluorescence polarization;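 active means inhibition above the mean inhibition across the screen plus 3 SD, cut at about 25% in these data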;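 further: inhibitors block binding of the rhodamine activity-based probe so polarization drops; 0% = enzyme with DMSO and 100% = wells lacking pPAFAH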
Target sequence (Q13093 whole entry, looked up): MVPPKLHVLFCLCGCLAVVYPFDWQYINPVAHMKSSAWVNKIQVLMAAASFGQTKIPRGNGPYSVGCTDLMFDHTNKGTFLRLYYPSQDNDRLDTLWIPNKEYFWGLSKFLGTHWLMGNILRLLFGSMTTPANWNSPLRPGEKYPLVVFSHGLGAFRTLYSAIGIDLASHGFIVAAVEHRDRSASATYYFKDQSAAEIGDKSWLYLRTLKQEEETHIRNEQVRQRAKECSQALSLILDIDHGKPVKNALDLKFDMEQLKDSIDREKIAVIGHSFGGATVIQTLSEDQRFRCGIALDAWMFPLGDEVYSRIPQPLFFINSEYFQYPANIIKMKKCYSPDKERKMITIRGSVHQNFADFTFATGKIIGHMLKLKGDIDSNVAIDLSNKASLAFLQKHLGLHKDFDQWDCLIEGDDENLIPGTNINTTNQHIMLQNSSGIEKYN
PAFAH1B2 inh: PAFAH1B2 (human) inhibition | P68402 | recombinant PAFAH1B2, FP-rhodamine activity probe, fluorescence polarization | inhibition, % at 3.39 µM | actives 1.2% (n = 340,000) | AID 492953;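 active means inhibition above the mean of all tested compounds plus 3 SD, cut at about 24% in these data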;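 further: 0% = enzyme with DMSO and 100% = wells lacking PAFAH1B2; many of its hits are not listed in these tables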
Target sequence (P68402 whole entry, looked up): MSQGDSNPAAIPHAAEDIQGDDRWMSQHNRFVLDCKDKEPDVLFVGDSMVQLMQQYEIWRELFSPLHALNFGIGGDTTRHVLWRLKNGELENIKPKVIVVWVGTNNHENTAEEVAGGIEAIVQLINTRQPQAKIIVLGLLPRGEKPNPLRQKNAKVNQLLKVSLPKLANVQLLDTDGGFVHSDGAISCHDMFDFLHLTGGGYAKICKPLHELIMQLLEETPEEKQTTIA
LYPLA2 inh: blocks human lysophospholipase 2, a PME1 counter-screen. O95372. recombinant LYPLA2, FP-Rh probe fluorescence polarization. inhibition, % at 5.9 µM. actives 0.38% (n = 320,000). AID 2177;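 active means inhibition above the screen-wide mean plus 3 SD, limit set per campaign, cut at about 26% in these data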;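 further: 0% = LYPLA2 with DMSO and 100% = wells lacking LYPLA2 enzyme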
EBNA-1 inhibitor: blocks EBNA-1 binding to DNA; actives 0.34% (n = 300,000); EBNA-1 DNA binding, fluorescence polarization; inhibition, % at 14.8 µM; AID 1950; in the data active means inhibition above about 28%
PAFAH2 FP inh: PAFAH2 (human) inhibition. AID 492956. inhibition, % at 3.39 µM. actives 0.99% (n = 340,000). Q99487. recombinant PAFAH2, FP-rhodamine activity probe, fluorescence polarization;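 active means inhibition above the mean over all tested compounds plus 3 SD, cut at about 30% in these data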;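 further: inhibitors block probe labeling of enzyme so polarization drops; 0% = enzyme with DMSO and 100% = wells lacking PAFAH2 protein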
PAFAH1B3 FP inh: PAFAH1B3 (human) inhibition; Q15102; recombinant PAFAH1B3, FP-rhodamine probe, fluorescence polarization; inhibition, % at 3.39 µM; actives 0.28% (n = 340,000); AID 492972;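 active means inhibition above the screen-wide average of all tested compounds plus 3 SD, cut at about 25% in these data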;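 further: 0% = enzyme with DMSO only and 100% = wells lacking PAFAH1B3 protein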
Target sequence (Q15102 whole entry, looked up): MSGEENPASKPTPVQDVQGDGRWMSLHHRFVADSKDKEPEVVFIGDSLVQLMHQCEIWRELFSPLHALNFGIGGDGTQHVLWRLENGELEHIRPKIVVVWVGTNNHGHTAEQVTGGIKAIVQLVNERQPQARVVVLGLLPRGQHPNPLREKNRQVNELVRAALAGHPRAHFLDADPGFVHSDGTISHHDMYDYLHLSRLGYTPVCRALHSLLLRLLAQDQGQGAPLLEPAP
LYPLA1 inh: LYPLA1 (human) inhibition in PME1 counter-screen; actives 0.16% (n = 320,000); AID 2174; inhibition, % at 5.9 µM; recombinant LYPLA1, FP-Rh probe fluorescence polarization;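 active means inhibition above the mean of all tested compounds plus 3 SD, set per campaign, cut at about 14% in these data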;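 further: inhibitors block serine hydrolase probe labeling of LYPLA1 so polarization falls; 0% = enzyme with DMSO and 100% = wells lacking LYPLA1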
ZTA DNA inh: counter-screen for EBNA-1 inhibitors: inhibitors of Epstein-Barr virus ZTA; P03206; ZTA-DNA binding, fluorescence polarization; inhibition, % at 11 µM; actives 0.15% (n = 320,000); AID 2234; in the data active means inhibition above about 33%
PREPL inh: inhibits the human prolyl oligopeptidase-like enzyme; actives 0.68% (n = 320,000); inhibition, % at 5.96 µM; Q4J6C6; recombinant PREPL, fluorescence polarization activity-based probe; in the data active means inhibition above about 43%;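 further: 0% = enzyme with DMSO and 100% = wells lacking enzyme; many of its hits are not listed in these tables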
An asterisk follows results filed as active; nt = not tested or not shown.

SMILES	pPAFAH inh	PAFAH1B2 inh	LYPLA2 inh	EBNA-1 inhibitor	PAFAH2 FP inh	PAFAH1B3 FP inh	LYPLA1 inh	ZTA DNA inh	PREPL inh
CC(C)Oc1ccc(CNC(=O)c2cc(S(=O)(=O)N3CCOCC3)cn2C)cc1	5	-1	0	8	4	3	-7	3	-2
O=C(COc1ccc2ccc(=O)oc2c1)NCC(O)c1ccccc1 (centres undefined)	6	-5	-6	6	-2	2	1	10	10
O=C(O)COc1ccc(C(NC(=O)c2c(F)cccc2F)NC(=O)c2c(F)cccc2F)cc1	-1	1	-3	-7	4	-5	-1	11	11
O=C(CN1C(=O)CC(c2ccccc2)=Nc2ccccc21)NCc1ccco1	-3	6	0	0	3	2	-3	-7	0
COc1ccc(C(=O)CSc2nnc(Cn3cnc4ccccc43)o2)cc1	4	5	6	9	-6	6	-5	-16	-14
CCOC(=O)C1(CCOc2ccccc2)CCN(Cc2cccc3nonc23)CC1	2	7	1	-8	-1	-2	3	-10	-33
CC1CCc2sc(C(=O)NNC(=S)NC3CC3)cc2C1 (centres undefined)	-7	4	-7	-11	-5	9	-3	-5	9
COc1ccc(OC)c(NC(=O)C2CCN(Cc3cnn(-c4ccccc4)c3-n3cccc3)CC2)c1	0	7	4	-4	-3	5	-3	-7	20
CCCn1c(N)c(C(=O)CSc2nncs2)c(=O)[nH]c1=O	2	2	-5	nt	0	14	-3	8	-5
O=c1oc(Nc2cccc(F)c2)nc2ccccc12	-2	6	3	9	3	10	8	10	-7
CCOC(=O)c1ccc(NS(=O)(=O)c2ccc3c(c2)oc(=O)n3C)cc1	9	6	-3	0	4	6	0	0	8
COCCN=c1scc(-c2cc(OC)c(OC)c(OC)c2)n1/N=C/c1c(C)[nH]c2ccccc12	7	8	-1	-5	-15	12	-8	0	23
COC(=O)c1ccccc1SC1CC(=O)N(c2ccccc2)C1=O (centres undefined)	-1	-1	5	-1	-4	-4	2	-1	3
CCCCC(=O)NC(Nc1sc2c(c1C(N)=O)CCCC2)(C(=O)OCC)C(F)(F)F (centres undefined)	6	3	-7	12	2	8	-4	5	-3
c1cnc(SCCCOc2ccc3ccccc3c2)nc1	1	5	1	7	-1	12	-1	7	1
Cc1cc(C)nc(SCc2ccc(C(=O)NNC(=O)Nc3cccc(Cl)c3)cc2)n1	5	-5	-11	5	-10	-4	-5	-2	-3
O=C(C1CCC1)N1CCN(c2ccnc3cc(Cl)ccc23)CC1	0	6	10	-6	9	8	1	-7	-4
CCCC(=O)Oc1ccc(C2NC(=O)c3ccccc3O2)cc1OC (centres undefined)	6	2	2	-4	1	2	1	-22	8
CC(C)CCNc1nc(N)c([N+](=O)[O-])c(NCC2CCCO2)n1 (centres undefined)	3	3	-2	-3	1	5	-3	1	-2
Cn1c2ccc(CC(=O)O)cc2c2cc(CC(=O)O)ccc21	6	5	5	1	3	4	0	4	5
CC(C)C(=O)c1cc2c(cc1NC(=O)c1ccccc1)OCCO2	2	3	-1	-15	3	0	-6	-3	10
COc1ccc(-n2nnnc2SCC(=O)Nc2nnn(C)n2)cc1	1	4	7	5	7	-4	1	4	-8
Cc1sc(NC(=O)c2ccco2)c(C(c2cccnc2)N2CCN(c3ccc(F)cc3)CC2)c1C (centres undefined)	8	6	2	-10	9	-2	-5	11	16
CSCC[C@H](N)C(=O)N1CCC(C(=O)N[C@H](C)C(=O)Nc2ccc(C(C)C)cc2)CC1	-2	5	0	-9	-6	9	-1	-19	-12
COc1ccc(C(=O)NNC(=S)NC(=O)c2ccccc2)cc1	-3	5	0	7	3	10	0	-7	7
COc1ccc(S(=O)(=O)NCC(c2ccc3c(c2)OCO3)N2CCOCC2)cc1C (centres undefined)	2	0	8	-4	-2	6	-1	-16	14
Nc1c2c(nc3sc4c(c13)CCCC4)CCCCCC2	-4	5	-1	-7	0	5	2	-11	5
COc1ccc(-c2nnc(SCc3ccc(C(=O)O)cc3)o2)cc1OC	8	3	2	-7	0	3	-3	-9	13
CC(=O)c1ccccc1OCCOCCOCCOc1ccccc1C(C)=O	3	3	2	4	1	9	1	23	-6
COC(C(=O)Nc1ccc(S(=O)(=O)Nc2c(C)cccc2C)cc1)c1ccccc1 (centres undefined)	8	-1	0	10	7	-1	-4	-9	5
COc1ccccc1NC(=O)CSc1nnc(CNC(=O)c2ccco2)o1	3	-5	-4	3	3	0	2	13	-1
Cn1ccnc1SCC(=O)Nc1ccc2c(c1)OC(F)(F)O2	2	nt	4	-10	nt	nt	3	4	-1
O=C(NCC1CCCO1)c1ccc(NC(=O)c2ccc(Br)cc2)cc1 (centres undefined)	6	nt	5	-5	nt	nt	-4	-2	-6
Cc1ccc(OCCCC(=O)Nc2ccc(N3CCOCC3)cc2)c(C)c1	6	1	7	-2	0	1	0	1	42
COCCn1c(-c2ccc(OC)cc2)c(-c2ccc(OC)cc2)oc1=O	5	2	5	-8	3	10	-1	3	6
CC1=C(C)CC(C(=O)NCc2ccccc2F)C(C(=O)O)C1 (centres undefined)	2	1	-3	-1	-19	5	-2	10	2
Cc1cccc(OCC(=O)Nc2ccc3oc(=O)ccc3c2)c1	7	0	0	-5	-8	-9	-6	-11	-1
CSC(C(=O)c1cc2ccccc2o1)c1ccccc1 (centres undefined)	-5	1	4	11	1	6	-4	-10	-9
CCC(=O)Nc1ccc(NC(=O)c2ccccc2Cl)nc1	-2	4	0	-5	-4	1	-4	-8	-10
CC1CN(C(=O)c2c([N+](=O)[O-])cnn2C)CC(C)O1 (centres undefined)	2	3	1	0	-7	4	3	-2	-3
CC(=O)c1sc(NC(=O)c2ccc(Cl)cc2)nc1C	2	0	6	-3	-12	2	3	7	2
COc1ccc(N2Cc3ccc(C(=O)N/N=C\c4ccc(O)cc4O)cc3C2)cc1	39*	nt	31*	-1	nt	nt	-8	5	22
O=C(COc1ccc(S(=O)(=O)N2CCCCC2)cc1)NCc1cccnc1	7	3	-6	-1	-2	8	-3	-11	3
Cc1cccc(C)c1NC(=O)CN(C)c1ccc(C(F)(F)F)cn1	1	2	-4	0	5	7	-2	3	-3
Cc1ccc(Cn2nnc3c(=O)[nH]c(C4CCCN(C(=O)c5ccco5)C4)nc32)cc1 (centres undefined)	-4	-1	5	-18	3	0	2	1	9
O=C(NCCCN1CCOCC1)c1ccc(CS(=O)(=O)c2c(Cl)cccc2Cl)o1	-7	5	0	-12	-8	3	2	-3	-14
CC(C)(C)c1ccccc1OCC(=O)NCCCn1ccnc1	2	9	1	7	0	2	1	-10	0
O=C(NCc1ccc(F)cc1Cl)C1CCN(S(=O)(=O)N2CCCCC2)CC1	-1	-2	11	-2	-5	3	-3	-13	13
CCCOc1ccc(C(F)(F)F)cc1NC(=O)C1CC(=O)N(Cc2ccco2)C1 (centres undefined)	3	5	0	nt	4	-7	0	1	0
CC(=O)Nc1sc(N/N=C\c2cccc(Cl)c2)nc1-c1cccs1	17	-4	2	-6	5	2	-2	-9	8
Cc1cccn2c(CNCC3OCCc4ccccc43)c(C(=O)N3CCCCC3)nc12 (centres undefined)	-5	-1	-5	-5	-11	2	-4	-2	9
CN1CC(=O)Nc2ccc(F)cc2C1=O	3	0	0	18	-9	-3	-2	5	-2
CCCCN(C)Cc1c(C)[nH]c2ccccc2c1=O	-8	7	-8	-21	7	4	1	9	18
O=C(N/N=C/c1cn[nH]c1-c1ccc(Cl)cc1)c1ccc([N+](=O)[O-])cc1	9	5	-12	-8	-1	12	-9	-23	30
COC(=O)C1C2C=CC3(CN(c4cccc(C)c4)C(=O)C13)O2 (centres undefined)	3	-1	6	-7	9	-7	1	9	0
O=C(Cc1ccccc1)n1nc(-c2ccco2)nc1SCc1ccccc1	7	10	7	-3	18	3	-1	10	2
CCC(=O)Nc1cccc(NC(=O)c2cccc([N+](=O)[O-])c2C)c1	-8	1	1	-2	0	2	1	-4	10
COc1ccc2nc(SCC(N)=O)cc(C)c2c1	-8	-2	0	-5	11	-4	-2	-7	7
Cc1ccccc1OCC(=O)Nc1cc(S(=O)(=O)N2CCCCC2)ccc1N1CCN(C)CC1	7	nt	5	-9	nt	nt	-2	-11	7
CN(C)CCNc1nc(S(=O)(=O)c2ccccc2)c(Cl)s1	0	-1	1	-15	5	-1	5	-15	0

Among those listed so far, these have a CF3 group.
SMILES	pPAFAH inh	PAFAH1B2 inh	LYPLA2 inh	EBNA-1 inhibitor	PAFAH2 FP inh	PAFAH1B3 FP inh	LYPLA1 inh	ZTA DNA inh	PREPL inh
CCCCC(=O)NC(Nc1sc2c(c1C(N)=O)CCCC2)(C(=O)OCC)C(F)(F)F (centres undefined)	6	3	-7	12	2	8	-4	5	-3
Cc1cccc(C)c1NC(=O)CN(C)c1ccc(C(F)(F)F)cn1	1	2	-4	0	5	7	-2	3	-3
CCCOc1ccc(C(F)(F)F)cc1NC(=O)C1CC(=O)N(Cc2ccco2)C1 (centres undefined)	3	5	0	nt	4	-7	0	1	0

Other results follow.
SMILES	pPAFAH inh	PAFAH1B2 inh	LYPLA2 inh	EBNA-1 inhibitor	PAFAH2 FP inh	PAFAH1B3 FP inh	LYPLA1 inh	ZTA DNA inh	PREPL inh
CCc1ccc(C(=O)Nc2cc(C)ccc2F)s1	3	7	-1	4	-1	0	-3	-9	5
CC(C)(C)C1c2[nH]c3ccccc3c2CCN1Cc1cccc(OCCO)c1 (centres undefined)	2	6	5	2	3	4	-4	-7	-2
CCOC(=O)C(C)n1cnc2c(oc3ccccc32)c1=O (centres undefined)	-1	-1	3	-21	-10	-3	-2	-5	12
CCCc1cc(=O)oc2cc(C)cc(OCC(=O)O)c12	0	4	-1	-15	3	-4	2	0	10
COCCn1c(SCC(=O)NCc2ccc3c(c2)OCO3)nnc1C(C)C	1	0	2	-4	1	15	3	9	-4
N#CCCN(Cc1ccccc1)S(=O)(=O)c1cccs1	5	6	3	-11	9	2	2	-2	-9
CCCC(=O)OCC(=O)c1[nH]c(C)c(C(C)=O)c1C	4	1	0	-4	2	0	-1	-13	0
O=C(COc1ccc(Cl)cc1)NCCN1CCCC1	-3	2	0	-3	3	15	0	5	-7
CCCCn1c(-c2csc(CCC)c2)n[nH]c1=S	7	3	-1	-4	9	10	0	17	1
Cc1ccnc(NC(=O)CCC(=O)N(CC(=O)NCc2ccccc2)Cc2ccco2)c1	1	4	2	-7	3	6	3	2	1
CC(C)Cc1nnc(NC(=O)CCC(=O)N2CCN(c3ccccc3)CC2)s1	4	-1	3	1	4	-3	-2	12	23
CCOC(=O)Cc1csc(NC(=O)COc2ccc(C)cc2)n1	5	4	-2	-3	0	6	-1	6	-19
COc1ccc(N2C(=O)[C@@H]3C(c4cccnc4)=NO[C@@H]3C2=O)cc1	4	nt	0	-2	nt	nt	1	2	-4
CC(=O)Nc1nc(-c2ccc(Cl)cc2)ns1	3	1	-2	5	2	-5	-8	3	7
Cc1ccc(C(=O)N/N=C(/CC(=O)c2cccs2)C(F)(F)F)cc1	1	4	-11	-5	5	9	-3	6	4
COc1ccc(N2CCN(C(=O)c3c(Cl)cnn3C)CC2)cc1	0	-2	16	3	4	-1	2	-12	8
CS(=O)(=O)c1ccc2nc(NC(=O)C3CC3)sc2c1	0	nt	-4	7	nt	nt	1	19	15
CCOC(=O)c1ccc2cccc(C)n2c1=O	-2	-3	0	6	-4	1	-2	7	-8
Cc1ccc(F)cc1NC(=O)c1ccc2c(c1)OCO2	1	2	-8	0	5	5	-3	1	8
N#Cc1c(-c2ccccc2Cl)cc(C2CC2)nc1N	16	6	-1	-5	1	7	1	-1	12
Cc1c(OC(C)C(=O)NC(Cc2c[nH]c3ccc(O)cc23)C(=O)O)ccc2c1oc(=O)c1ccccc12 (centres undefined)	11	13	1	2	8	7	3	12	7

These rows are one share of the data; rates above refer to the full screens.
